High-throughput results (PubChem)
Luc counter – blocks Kinase-Glo luciferase, a counter-screen artifact. Kinase-Glo luciferase, ATP luminescence, 8 min. Potency, µM (doses to about 38.3 µM), without a hit: at the top dose activity change, negative = inhibition, hits mostly inhibitors. 200,000 compounds, 0.28% hits; further: on the % scale 0 is the no-effect control and ±100 the full control effect; nearly all actives have a fitted effect of over 60% in size
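Compound is pinned into ATP-containing buffer (10 uM ATP, imidazole pH 7.2, 7 mM MgCl2). Kinase-Glo luciferase reagent is then added. Light output is recorded following an 8-min room-temperature incubation.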
IMPase Li inh – IMPase inhibition in cells with lithium potentiation; 210,000 compounds, 0.35% hits; AID 1457; Potency, µM (top dose mostly 59.4 µM), for the others: top-dose activity, negative = IMPase inhibition, actives largely listed as inhibitors; CHO-M1 cells, IP1 TR-FRET (IP-One), carbachol + lithium;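 further: IP1 builds up when IMPase is blocked and the TR-FRET signal falls; plate controls were basal vehicle for no effect and high inhibitor control for full effect; nearly all actives have a fitted effect of over 50% in size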
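CHO-M1, 2000 cells/well, 16–30 h culture; cpd + low Li+, 30 min 37C; lysis with d2-IP1/Eu-anti-IP1 Ab, 10 min RT; TR-FRET 665/620 ratio and 620 channel; AC50 via Hill.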
SMN2 splice up – SMN2 splice variant enhancement | HEK293 SMN2-luciferase splicing reporter, luminescence, 30-36 h | Potency, µM (titrated, usually from 46.1 µM), for the others: at the top dose activity change, positive = activation, hits mostly activators | 210,000 compounds, 2.8% hits; further: % of control where 0% means no effect; nearly all actives have a fitted effect of over 55% in size
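HEK293 cells carry an SMN2 minigene-luciferase reporter in which exon 7 inclusion puts luciferase in frame. Cells were seeded at 2000 cells/well, attached for 10-12 hours, then exposed to compounds for 30-36 hours at 37C before ONE-Glo luminescence.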
GoLoco inh red – blocks human Gai1 binding to RGS12 GoLoco peptide, red readout; 230,000 compounds, 0.44% hits; Gai1:RGS12 GoLoco peptide FP, rhodamine, 10 min; Potency, µM (doses to about 61.6 µM), without a hit: at the top dose activity, negative = inhibition, usual class: inhibitors; active means well fitted inhibition curve with a large enough effect, not every such curve was filed as active; inactive means no such curve, though single readings can be large or run the other way; further: on the % scale 0 is the no-effect control and ±100 the full control effect; nearly all actives have a fitted effect of over 30% in size; many of its hits are not listed in these tables
KDM4E inh – inhibitors of human JMJD2E histone demethylase; 230,000 compounds, 1.6% hits; Potency, µM (doses to about 57.1 µM), inactives show top-dose activity change, negative = inhibition, most hits filed as inhibitors; JMJD2E catalytic domain, FDH-coupled NADH fluorescence (FDH is formaldehyde dehydrogenase); active means well fitted inhibition curve with a large enough effect, not every such curve was filed as active; inconclusive means small, poorly fitted or top-dose-only effect, or another doubt; inactive means no such curve, though single readings can be large or run the other way;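 further: 0% = wells with enzyme and -100% = buffer wells without enzyme; nearly all actives have a fitted effect of over 50% in size; many of its hits are not listed in these tables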
Target sequence (B2RXH2 1-337 limits assumed): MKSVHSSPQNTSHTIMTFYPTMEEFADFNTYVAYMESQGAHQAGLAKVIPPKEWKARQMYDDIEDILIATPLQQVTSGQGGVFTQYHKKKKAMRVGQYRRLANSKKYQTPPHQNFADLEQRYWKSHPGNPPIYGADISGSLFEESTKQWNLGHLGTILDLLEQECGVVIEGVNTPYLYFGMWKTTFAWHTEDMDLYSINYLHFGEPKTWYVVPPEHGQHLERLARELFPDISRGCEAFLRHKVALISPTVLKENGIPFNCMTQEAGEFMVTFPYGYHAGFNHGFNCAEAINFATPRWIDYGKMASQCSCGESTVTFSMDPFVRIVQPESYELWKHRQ
NPSR antag – antagonists of human neuropeptide S receptor cAMP signaling; AID 1461; Q6W5P4; Potency, µM (doses to about 38.3 µM), for inactives: top-dose activity change, negative = inhibition, hits mostly inhibitors; 220,000 compounds, 1% hits; CHO-NPSR cells, cAMP TR-FRET, antagonist mode; further: on the % scale 0 is the no-effect control and ±100 the full control effect; nearly all actives have a fitted effect of over 50% in size; many of its hits are not listed in these tables
Epigenetic reg – derepresses silenced GFP reporter in murine cells | AID 1865 | Potency, µM (top dose mostly 53.9 µM), inactives show at the highest dose GFP activation, actives largely listed as activators | 280,000 compounds, 0.2% hits | murine LDR cells, GFP reporter derepression, 30 h; further: % of control where 0% means no effect; nearly all actives have a fitted effect of over 60% in size
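In this reporter-derepression format, murine cells bearing a silenced integrated CMV-GFP locus incubate with test compound (30 h, 37 C), then are washed and imaged; fluorescent objects of 20–120 um count as induced cells.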
RECQ1 inh – RECQ1 (human) helicase inhibition; P46063; RECQ1 DNA unwinding, red fluorescence kinetic read; Potency, µM (doses to about 57.3 µM), for the others: top-dose activity, negative = inhibition, most hits filed as inhibitors; 240,000 compounds, 0.54% hits; AID 2549;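 further: plate controls were vehicle for no effect and no enzyme for full effect; nearly all actives have a fitted effect of over 30% in size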
Target sequence (P46063 whole entry, looked up): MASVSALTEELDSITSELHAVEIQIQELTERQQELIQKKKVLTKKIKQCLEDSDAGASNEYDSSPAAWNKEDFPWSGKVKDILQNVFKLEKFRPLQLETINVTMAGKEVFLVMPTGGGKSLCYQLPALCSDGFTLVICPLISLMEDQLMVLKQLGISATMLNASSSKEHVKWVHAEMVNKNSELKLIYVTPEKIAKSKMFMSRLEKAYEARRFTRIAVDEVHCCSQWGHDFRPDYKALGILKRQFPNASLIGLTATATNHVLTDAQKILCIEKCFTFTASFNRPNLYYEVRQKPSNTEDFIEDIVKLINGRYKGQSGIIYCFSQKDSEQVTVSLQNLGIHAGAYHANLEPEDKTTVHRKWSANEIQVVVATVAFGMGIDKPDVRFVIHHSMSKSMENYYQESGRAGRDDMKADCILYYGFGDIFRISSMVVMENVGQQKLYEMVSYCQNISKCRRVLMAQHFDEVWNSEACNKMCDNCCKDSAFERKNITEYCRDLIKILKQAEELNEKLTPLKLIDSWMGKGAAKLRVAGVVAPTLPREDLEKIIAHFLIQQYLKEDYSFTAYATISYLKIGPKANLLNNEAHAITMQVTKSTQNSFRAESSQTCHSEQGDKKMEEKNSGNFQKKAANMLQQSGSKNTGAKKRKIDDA
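50 nM RECQ1T1 preincubated 15 min with compound in Tris pH 8.0 buffer with MgCl2, DTT, Tween-20 and 2.5 ug/ml poly(dI-dC); started with 200 nM TAMRA/BHQ-2 forked duplex and 2 mM ATP. Unwinding read as fluorescence (525/598 nm), two reads 2 h apart.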
* hit, by the source's call; i = inactive; ? = inconclusive; / = no result given; [ ] = remark or other dose. Unless noted, the call rests on the fitted dose curve; in most records, active means well fitted curve in the direction sought with a large enough effect; inconclusive means small, poorly fitted or top-dose-only effect, or another doubt; inactive means no such curve, though single readings can be large; an effect the other way counts as inactive or inconclusive. Potency means the concentration at half of the fitted maximal effect. Some of the compounds tested; count on the stated rates, not on these rows.

Results follow in this order: Luc counter, IMPase Li inh, SMN2 splice up, GoLoco inh red, KDM4E inh, NPSR antag, Epigenetic reg, RECQ1 inh
> Cc1cccc(NC(=S)NCc2ccccn2)c1
  -1%, -6%[38.3 µM], 19%, 2%, -1%, -2%[46.1 µM], -0.9%, -1%
> O=[N+]([O-])c1cccc(/C=N/Nc2nnc(-c3ccccc3)c(-c3ccccc3)n2)c1
  0%, 4%, -7%, 9%, 3%, -8%[46.1 µM], 0.0%, -9%
> Cc1ccc(NC(=O)Nc2cccc(C)n2)c(C)c1
  /, /, /, -4%, -2%, -34%, -1.1%, -4%
> O=C(NCC(=O)N(Cc1ccco1)C(C(=O)NC1CCCC1)c1cccnc1)c1cccs1 (stereo unspecified)
  -2%, -14%[38.3 µM], 10%, 4%, 2%, 1%[46.1 µM], -0.4%, -7%
> Cc1c(-c2ccccc2)[n+](=O)c(-c2ccco2)c(C)n1[O-]
  0%, 29%[38.3 µM], 6%, -6%, -4%, 2%[46.1 µM], 0.0%, -10%
> Cc1ccc(S(=O)(=O)N(C)C)cc1NC(=O)COC(=O)CCC(=O)c1cccs1
  -2%, -5%, 0%, 0%, 8%, 8%, 5.0%, 6%
> Cc1noc(NS(=O)(=O)c2ccc(NC(=O)c3cnc4scc(C)n4c3=O)cc2)c1C
  -4%, 13%[38.3 µM], 4%, 18%, -10%, -10%[46.1 µM], 0.0%, ?
> O=C(NC1CC1)C1=C[C@H](C2CC2)C[C@H](OCCCCO)O1
  /, 1%, /, 6%, 11%, -26%, -1.6%, -15%
> Cc1cc(C)c(C)c(N=Nc2nc3ccccc3n2C)c1C
  -9%, 16%, -41%[inhibitor], -17%, ?, ?, 1.1%, -11%
> O=C1c2ccccc2C(=O)N1C/C=C/c1ccccc1
  3%, 19%[38.3 µM], 1%, -3%, 7%, -5%[46.1 µM], -6.3%, 2%
> COc1ccc(CNC(=O)C(C)NC(=O)c2cc3ccccc3o2)cc1 (stereo unspecified)
  0%, 0%, 3%, -2%, -3%, 0%[46.1 µM], 0.0%, -4%
> CCOc1cccc(C(=O)Nc2nc(-c3ccc(S(=O)(=O)N4CCOCC4)cc3)cs2)c1
  0%, 11%[38.3 µM], -31%[inhibitor], 8%, ?, -8%[46.1 µM], 1.8%, 12%
> O=C(CSc1nnc(-c2ccncc2)n1-c1ccc(Cl)cc1)NCc1cccs1
  5%, -1%[38.3 µM], 14%, 2%, -1%, -15%[46.1 µM], -2.3%, -4%
> COc1ccc(S(=O)(=O)NC2CCCCC2)cc1-n1cnnn1
  -1%, -2%, /, 6%, -2%, 30%, -1.1%, i
> COc1ccc(CN2CCNC(=O)C2CC(=O)N(C)Cc2ccon2)c(OC)c1 (stereo unspecified)
  0%, -5%, /, 15%, -15%, -22%, -1.8%, -3%
> CC(=O)Nc1ccc(OCCCNC(=O)c2c(-c3ccccc3)noc2C)cc1
  /, /, /, 152%[activator], 7%, 4%[7.67 µM], -1.4%, -11%
> Cc1cc(C(=O)O/N=C(\N)c2ccc(C(C)(C)C)cc2)no1
  /, /, /, 8%, -4%, -1%, 0.0%, i
> O=C(NC(NC(=S)Nc1ccc(Cl)c(Cl)c1)C(Cl)(Cl)Cl)c1ccco1 (stereo unspecified)
  -2%, 10%[38.3 µM], -1%, 14%, -9%, ?, -0.9%, -10%
> CC(C)c1ccc(/C=N/N2CCCCC2)cc1
  -10%, 10%, ?, 48%[activator], ?, -4%, 2.9%, -13%
> Clc1ccccc1OCCCCn1ccnc1
  -3%, 24%[38.3 µM], -3%, -3%, 9%, 10%[46.1 µM], 0.0%, 9%
> CCOc1cc(/C=N/O)cc(Br)c1OC
  14%, -4%[38.3 µM], -5%, 8%, 4%, -11%[46.1 µM], -0.8%, i
> Oc1[nH]c2ccccc2c1C=Nc1ccccc1
  /, /, /, -3%, 9%, 6%, -2.0%, 0%
> C=CCn1c(=O)c2c(C)c(C)sc2n2c(Nc3ccc(OC)cc3)nnc12
  0%, 22%[38.3 µM], -15%, -1%, 5%, -22%[46.1 µM], 1.5%, i
> O=C(O)CC(SCC(=O)Nc1ccc(Cl)c(S(=O)(=O)N2CCOCC2)c1)C(=O)O (stereo unspecified)
  /, /, /, 5%, -1%, 30%, 1.2%, -7%
> Cc1ccc(S(=O)(=O)N2CCCCC2C(=O)O)s1 (stereo unspecified)
  0%, 5%, 13%, 6%, 3%, 2%, -0.4%, -5%
> COc1ccc(-n2c(SCCC#N)nnc2-c2cc(Cl)ccc2OC)cc1Cl
  7%, ?, -21%, 8%, -21%, -13%[46.1 µM], -3.5%, i
> CC(C)Cn1c(N)c(C(=O)COC(=O)[C@@H]2CCCN2C(=O)c2cccs2)c(=O)n(C)c1=O
  0%, 14%, -23%, 3%, -13%, 8%, -1.5%, -7%
> COc1ccc(N/C(N)=N/c2nc(CSc3nnc(C)s3)cc(=O)[nH]2)cc1
  -6%, 2%, /, 14%, -14%, -2%, -1.3%, i
> CC(C)(C)Sc1ccccc1S(=O)(=O)C(C)(C)C
  /, /, /, 0%, 3%, -8%, 3.1%, 7%
> CC1(C)OC2CO[C@]3(COS(N)(=O)=O)OC(C)(C)OC3C2O1 (stereo partly specified)
  -3%, 10%, 2%, 6%, 2%, /, 0.3%, i
> Cc1sc2nc(SCc3nc(-c4cccs4)no3)n(-c3ccccc3)c(=O)c2c1C
  -4%, -7%[38.3 µM], -11%, 5%, 7%, ?, 0.0%, -2%
> Cc1ccc(-n2cccc2/C=C2/C(=N)N3C(=NC2=O)SN=C3S(C)(=O)=O)cc1Cl
  2%, 1%, 12%, 83%[activator], 22µM*, -16%, 1.1%, -10%
> CC(OC(=O)CCCc1nc2ccccc2s1)C(N)=O (stereo unspecified)
  -3%, 15%[38.3 µM], 22%, 3%, -2%, 1%[46.1 µM], 4.2%, -1%
> CC(C)CN1CCN(C2CCN(C(C)C)CC2)C(CCO)C1 (stereo unspecified)
  /, -4%, /, -4%, -3%, -14%, -0.1%, i
> COc1ccc(OC(=O)COc2ccc(C)cc2)cc1
  3%, 8%, 3%, 1%, 6%, 11%, -3.3%, -3%
> CC(=O)Nc1ccc(C(=O)NCCCOC(C)C)cc1
  2%, 0%, ?, 13%, -21%, 12%, 4.6%, 16%
> Cc1cc(-n2nnc3ccccc32)nc2ccccc12
  3%, 18%[38.3 µM], 0.22µM*, 14%, 2%, -18%[46.1 µM], 8.6%, 2%
> O=C1C=CC2(OCCCO2)C(Br)=C1CO
  -1%, 9%, 6%, -3%, 2%, /, 2.0%, -7%
> CC(=O)CC(=O)Nc1ncccn1
  -3%, 0%, 2%, 4%, 9%, 6%, -0.1%, -7%
> Cc1cccc(OCCSc2nc3c([nH]2)c(=N)ncn3Cc2ccccc2)c1
  0%, 7%, -18%, -4%, 9%, -15%, -1.0%, i
> CS(=O)(=O)N(CC(=O)Nc1ccc2c(c1)OCCO2)Cc1ccc(Cl)cc1
  0%, 40%[activator][38.3 µM], -2%, -14%, 2%, -11%[46.1 µM], -2.2%, -16%
> CCC(C)Nc1cc(C)nc2ncnn12 (stereo unspecified)
  6%, 1%, -18%, 7%, 0%, 18%, -2.7%, 2%
> CCC(C)(C)NC(=O)C(c1ccc(F)cc1)N(Cc1cccc(OC)c1)C(=O)c1cnccn1 (stereo unspecified)
  1%, 10%, /, 8%, 0%, 5%, 12%, i
> CCCCCCC(=O)Nc1c2c(nc3ccccc13)N(C)CC2
  -2%, ?, 20%, -5%, ?, -6%[46.1 µM], 0.0%, -2%
> O=C(/C=C/c1ccco1)Nc1nc(-c2ccc(F)c(F)c2)cs1
  /, /, /, 20%, ?, -11%, -3.5%, i
> O=C(NNC(=O)c1ccc(Cl)cc1Cl)c1cccs1
  -4%, 3%, 13µM*, 6%, 0%, 12%, -0.2%, -1%
> COc1ccccc1C(=O)NC(=S)Nc1ccc(N2CCOCC2)c(Cl)c1
  1%, -3%, -49%[inhibitor], 1%, -2%, -49%, 10%, 3%

Of the compounds above, these have an aryl methoxy group.
Results follow in this order: Luc counter, IMPase Li inh, SMN2 splice up, GoLoco inh red, KDM4E inh, NPSR antag, Epigenetic reg, RECQ1 inh
> COc1ccc(CNC(=O)C(C)NC(=O)c2cc3ccccc3o2)cc1 (stereo unspecified)
  0%, 0%, 3%, -2%, -3%, 0%[46.1 µM], 0.0%, -4%
> COc1ccc(S(=O)(=O)NC2CCCCC2)cc1-n1cnnn1
  -1%, -2%, /, 6%, -2%, 30%, -1.1%, i
> COc1ccc(CN2CCNC(=O)C2CC(=O)N(C)Cc2ccon2)c(OC)c1 (stereo unspecified)
  0%, -5%, /, 15%, -15%, -22%, -1.8%, -3%
> CCOc1cc(/C=N/O)cc(Br)c1OC
  14%, -4%[38.3 µM], -5%, 8%, 4%, -11%[46.1 µM], -0.8%, i
> C=CCn1c(=O)c2c(C)c(C)sc2n2c(Nc3ccc(OC)cc3)nnc12
  0%, 22%[38.3 µM], -15%, -1%, 5%, -22%[46.1 µM], 1.5%, i
> COc1ccc(-n2c(SCCC#N)nnc2-c2cc(Cl)ccc2OC)cc1Cl
  7%, ?, -21%, 8%, -21%, -13%[46.1 µM], -3.5%, i
> COc1ccc(N/C(N)=N/c2nc(CSc3nnc(C)s3)cc(=O)[nH]2)cc1
  -6%, 2%, /, 14%, -14%, -2%, -1.3%, i
> COc1ccc(OC(=O)COc2ccc(C)cc2)cc1
  3%, 8%, 3%, 1%, 6%, 11%, -3.3%, -3%
> CCC(C)(C)NC(=O)C(c1ccc(F)cc1)N(Cc1cccc(OC)c1)C(=O)c1cnccn1 (stereo unspecified)
  1%, 10%, /, 8%, 0%, 5%, 12%, i
> COc1ccccc1C(=O)NC(=S)Nc1ccc(N2CCOCC2)c(Cl)c1
  1%, -3%, -49%[inhibitor], 1%, -2%, -49%, 10%, 3%
